Assay outcomes deposited in PubChem BioAssay by several laboratories.
CSN inh = inhibitors of human CSN-mediated cullin deneddylation | Purified CSN, SCF-Nedd8-OG deneddylation, fluorescence polarization | AID 651999 | inhibition, % at 12.5 µM | 360,000 tested, 0.38% active | Q92905;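 active = pattern-corrected inhibition above about 35%, with an unprinted fluorescence ratio check between 0.5 and 1.5, limit read from the data, passing the limit was not always enough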;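 note: 0% = enzyme with substrate and 100% = substrate without enzyme; some results filed as inactive read as strong as hits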
Target sequence (Q92905 whole entry, looked up, one chain of several): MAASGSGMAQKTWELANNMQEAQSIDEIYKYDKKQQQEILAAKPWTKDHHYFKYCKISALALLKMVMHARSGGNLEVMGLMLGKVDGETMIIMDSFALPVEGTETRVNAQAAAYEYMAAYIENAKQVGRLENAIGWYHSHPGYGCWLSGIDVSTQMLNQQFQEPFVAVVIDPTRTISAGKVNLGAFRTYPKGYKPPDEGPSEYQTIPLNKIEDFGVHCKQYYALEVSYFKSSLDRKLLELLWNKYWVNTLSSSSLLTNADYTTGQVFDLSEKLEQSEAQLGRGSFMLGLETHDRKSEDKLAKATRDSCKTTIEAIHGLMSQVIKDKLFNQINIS
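Material: human Csn5 produced in HEK293T cells; Input: enzyme 0.24 nM; Reagent: SCFSkp2-Nedd8OG substrate at 10 nM final; Dosing: 12.5 µM compound; Incubation: 90 min reaction at room temperature; Detection: fluorescence polarization of the substrate; Evaluation: % inhibition of substrate cleavage by Csn5; Control set: substrate-only high control, full reaction low control.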
SUMO1 PPI mod = alters human SUMO1 binding to SIM partners. P63165. SUMO1 binding to a labelled peptide, TR-FRET, 1 h. inhibition, % at 20 µM. 360,000 tested, 0.33% active; in the data active = inhibition above about 37%
DNMT1 block = inhibitors of human DNMT1; P26358; 360,000 tested, 0.83% active; AID 588458; inhibition (reported as % activation of signal), % at 10 µM; DNMT1 molecular beacon, Hinp1I cleavage, fluorescence; in the data active = inhibition above about 50%
MsrA inhibitor = inhibitors of bovine MsrA. purified bovine MsrA, absorbance read-out. inhibition, % at 15.5 µM. 360,000 tested, 0.75% active. AID 651718; in the data active = inhibition above about 4.5%;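 note: 0% = vehicle wells with enzyme and 100% = reference inhibitor wells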
NadD inh = NadD (S. aureus) enzyme inhibition. 360,000 tested, 0.78% active. inhibition, % at 20 µM. AID 602399. purified NadD enzyme, colorimetric absorbance read-out; in the data active = inhibition above about 26%; note: some compounds past the cut are filed as inactive
Rpn11 inh = blocks the human proteasome subunit Rpn11; human 26S proteasome, Ub4-pepOG fluorescence polarization; 20S core pre-blocked with epoxomicin; calls only at 20 µM; 360,000 tested, 0.59% active;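 active = inhibition at 20 µM, scaled to each plate's controls, above about 33%, limit read from the data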
Target sequence (O00487 whole entry, looked up): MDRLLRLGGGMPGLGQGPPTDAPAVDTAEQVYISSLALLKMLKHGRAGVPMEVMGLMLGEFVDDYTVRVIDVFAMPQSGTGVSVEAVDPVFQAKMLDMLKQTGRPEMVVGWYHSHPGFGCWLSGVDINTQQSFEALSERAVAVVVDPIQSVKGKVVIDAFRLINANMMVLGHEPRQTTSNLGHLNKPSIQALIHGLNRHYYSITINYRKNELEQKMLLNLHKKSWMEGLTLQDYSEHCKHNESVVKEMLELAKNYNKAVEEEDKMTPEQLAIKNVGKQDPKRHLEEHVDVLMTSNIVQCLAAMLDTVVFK
TbMetRS inhib = blocks T. brucei methionyl-tRNA synthetase activity. purified T. brucei MetRS, ATP depletion, Kinase-Glo luminescence. inhibition, % at 11.9 µM. 360,000 tested, 0.4% active. AID 624268;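 active = inhibition above a per-plate cutoff of the control wells' mean inhibition plus 3 SD, cut at about 5.5% in these data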;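 note: 0% = DMSO wells median and 100% = median of wells with control inhibitor compound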
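assay system = parasite MetRS enzyme | timing = 15 min preincubation, 2 h reaction, all 25 °C | evaluation = percent inhibition relative to median high and low control wells | medium = HEPES buffer containing pyrophosphatase, BSA, spermine, DTT | compound = single dose, 11.9 µM final nominal, 0.9% final DMSO | detection = Kinase-Glo luminescence, ATP depletion format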
Scp1 inh = Scp-1 (human) phosphatase inhibition; Q9GZU7; Recombinant Scp1, phosphopeptide, malachite green phosphate absorbance; inhibition, % at 20 µM; 340,000 tested, 0.88% active; AID 493091;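 active = inhibition above about 50% at 20 µM, limit read from the data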;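 note: plate controls were DMSO wells with enzyme for no effect and wells lacking enzyme for full effect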
Target sequence (Q9GZU7 76-261 limits assumed): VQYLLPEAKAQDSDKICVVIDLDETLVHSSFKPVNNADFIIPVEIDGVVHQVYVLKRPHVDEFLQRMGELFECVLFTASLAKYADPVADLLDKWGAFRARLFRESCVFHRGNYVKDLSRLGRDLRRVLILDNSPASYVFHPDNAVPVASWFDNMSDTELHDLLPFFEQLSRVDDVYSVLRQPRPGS
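Test system: SCP-1 phosphatase catalytic domain, residues 76-261; measured by: colorimetric phosphate reagent with accelerator and stabiliser, absorbance at 630 nm; timing: enzyme reaction 45 min at room temperature, colour 5 min, stabilisation 30 min; also added: Phosphorylated 17-residue peptide substrate; compound dosing: one concentration, 20 µM, with 1.0% DMSO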
LMPTP block = blocks human LMPTP phosphatase; inhibition, % at 20 µM; P24666; 360,000 tested, 0.22% active; recombinant LMPTP-A, OMFP fluorogenic substrate, fluorescence intensity; AID 651560;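 active = compounds that cut the enzyme signal by at least half of the control window in the single-dose screen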;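 note: plate controls were DMSO wells with enzyme plus substrate for no effect and substrate without enzyme for full effect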
Target sequence (P24666 whole entry, looked up): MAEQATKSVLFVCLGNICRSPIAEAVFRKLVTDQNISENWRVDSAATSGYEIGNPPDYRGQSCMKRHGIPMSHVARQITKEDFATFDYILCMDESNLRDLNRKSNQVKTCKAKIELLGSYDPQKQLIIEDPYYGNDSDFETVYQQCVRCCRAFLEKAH
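Test system: LMPTP-A phosphatase enzyme. Amount: LMPTP-A at 0.625 nM final in the reaction. Reagent: OMFP substrate, 400 µM final. Times: 50 min at room temperature. Signal: endpoint fluorescence intensity from OMFP dephosphorylation. Read-out basis: % inhibition. Benchmarks: no-enzyme and uninhibited controls.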
STEP block = blocks human striatal-enriched tyrosine phosphatase; P54829; recombinant STEP, OMFP fluorogenic substrate, fluorescence; inhibition, % at 20 µM; 360,000 tested, 0.25% active; AID 588621;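 active = inhibition at 20 µM, scaled per plate between control wells, above about 37%, limit read from the data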;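 note: 0% = DMSO with enzyme and substrate and 100% = substrate only without enzyme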
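medium = Bis-Tris buffer pH 6.0, 2.5 mM DTT, 0.005% Tween 20 | test system = STEP (striatal-enriched tyrosine phosphatase) enzyme, cell-free | measure = normalized % inhibition | compound dosing = 20 µM, 1% DMSO | also added = 25 µM OMFP | schedule = reaction 20 min, ambient temperature | measured by = fluorescence read at 480 nm ex / 540 nm em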
* hit, by the source's call; i = inactive; nt = not tested or not shown; + = active, no number. Compounds were not picked by outcome; 3.9% or so of the library scored in one or more.

SMILES	CSN inh	SUMO1 PPI mod	DNMT1 block	MsrA inhibitor	NadD inh	Rpn11 inh	TbMetRS inhib	Scp1 inh	LMPTP block	STEP block
Cc1[nH]n(-c2ccccc2)c(=O)c1Sc1ccc(Cl)cc1	0	2	-12	-0.4	2	i	-0.5	1	-0.1	3
CSC[C@H]1CN(Cc2cccnc2)C(=O)[C@@H]1CC(=O)Nc1ccc(Br)cc1	6	2	3	-0.9	-6	i	69*	nt	-2.6	2
COC(=O)c1ccc(Cl)c(NC(C)=O)c1	5	0	-2	0.2	0	i	-0.3	1	-0.2	-2
Cc1ccc(S(=O)(=O)NC(CC(=O)O)c2ccccc2)cc1 (configuration not stated)	1	-1	1	0.5	4	i	0.2	2	-0.7	1
CCN(CC(=O)N1CCCC1)S(=O)(=O)c1ccccc1	3	5	3	0.2	-1	i	0.1	-6	-0.6	-4
C[C@]12c3[nH]c4ccc(Cl)cc4c3CCN1C(=O)[C@@H](CC(=O)NCCCn1ccnc1)C[C@@H]2C(=O)N1CCOCC1	-4	0	1	1.0	2	i	-0.3	-7	-8.1	-1
CC1(C)CC(=O)C=C(c2ccc3ncccc3c2)C1	0	-31	1	0.6	0	i	-0.2	-8	3.1	-2
O=C(CN(Cc1cccs1)C(=O)CNC(=O)c1ccco1)NC1CCCCC1	3	-1	2	-0.2	-7	i	-0.4	-7	2.0	0
COc1ccc(-c2sc(Nc3ccccc3)n[n+]2-c2ccccc2)cc1Br	1	2	-7	-0.4	18	i	-0.4	-2	-0.6	4
CCC(=O)Nc1ccc(/C(C)=N\NS(=O)(=O)c2ccc(C)cc2)cc1	2	1	-1	1.1	1	i	-0.6	1	-0.3	-1
CC1CCCN(CCCN2C(=O)C3C(C(=O)Nc4cccc(Cl)c4)C4C=CC3(O4)C2C(=O)NC2CCCCC2)C1 (configuration not stated)	-2	7	0	-0.3	-12	i	-0.8	-5	-2.3	2
CCC1CCc2sc(C(=O)NCC3CCCO3)cc2C1 (configuration not stated)	0	-7	4	0.9	-3	i	-0.3	-2	-1.4	5
Cc1ccc(N2C(=O)CCC2(C(N)=O)c2ccccc2)cc1 (configuration not stated)	-3	1	6	0.2	-6	i	0.0	3	-1.1	10
COc1cccc(C(=O)NC(C)c2cccc3ccccc23)c1OC (configuration not stated)	-3	-1	-1	-0.1	-3	i	0.0	-11	-0.1	0
O=C(O)CC1=C(Nc2ccccc2)C(=O)N(c2ccccc2)C1c1ccc(F)cc1 (configuration not stated)	4	0	-5	1.0	7	i	-1.2	-6	-0.2	-4
CN1CCN(C(=O)Cn2ncc3c([nH]c4ccccc43)c2=O)CC1	9	-1	2	-0.2	-6	i	-0.7	-4	-0.4	3
COc1ccccc1-n1c(C)c2c(OC)cccc(=O)c2c1C	-10	-12	-15	-0.2	3	i	-0.7	-11	-1.1	-1
NC(=O)COC(=O)/C=C/c1cccc(Br)c1	1	0	-1	-0.7	-7	i	-1.3	-3	0.1	0
O=C1N(Cc2cccc(Cl)c2)C[C@@H]2C[C@@H](c3cccn3-c3cccnc3)N3CCC[C@@]123	-3	2	78*	-0.3	11	i	-0.4	0	2.1	5
Cc1ccc(CNC(=O)CSc2ccc(-c3ccccn3)nn2)cc1	0	0	-1	1.3	8	i	0.6	-8	-0.9	0

Some of the entries above, reformatted:
The line under a structure holds: CSN inh	SUMO1 PPI mod	DNMT1 block	MsrA inhibitor	NadD inh	Rpn11 inh	TbMetRS inhib	Scp1 inh	LMPTP block	STEP block
CSC[C@H]1CN(Cc2cccnc2)C(=O)[C@@H]1CC(=O)Nc1ccc(Br)cc1
  6	2	3	-0.9	-6	i	69*	nt	-2.6	2
COC(=O)c1ccc(Cl)c(NC(C)=O)c1
  5	0	-2	0.2	0	i	-0.3	1	-0.2	-2
Cc1ccc(S(=O)(=O)NC(CC(=O)O)c2ccccc2)cc1 (configuration not stated)
  1	-1	1	0.5	4	i	0.2	2	-0.7	1
CCN(CC(=O)N1CCCC1)S(=O)(=O)c1ccccc1
  3	5	3	0.2	-1	i	0.1	-6	-0.6	-4

(more compounds)
SMILES	CSN inh	SUMO1 PPI mod	DNMT1 block	MsrA inhibitor	NadD inh	Rpn11 inh	TbMetRS inhib	Scp1 inh	LMPTP block	STEP block
CCn1nc(C)c(CN2CCC(n3nccc3NC(=O)CCCc3ccccc3)CC2)c1C	3	-1	1	2.9	-9	i	-0.6	-3	-2.6	-3
CCOc1cc(C(=O)NC)cc(Br)c1OCc1ccccc1	0	0	2	-0.7	-7	i	-0.3	-6	1.4	-1
O=C(O)c1ccccc1C=NN=C1c2ccccc2-c2ccccc21	-5	-16	4	4.0	11	i	-0.3	10	1.1	-1
CN1CCN(c2cc3c(cc2F)c(=O)c(C(=O)O)cn3CCF)CC1	-1	-1	1	0.3	1	i	1.3	-6	-1.6	-2
COc1ccc(S(=O)(=O)N(C)C[C@H]2OCCCC[C@H](C)Oc3ccc(NC(=O)Nc4ccc(F)cc4)cc3C(=O)N([C@H](C)CO)C[C@H]2C)cc1	2	3	-17	0.0	13	i	0.1	nt	-0.3	2
Fc1cccc(NC(=S)Nc2cccc3ccccc23)c1	12	-10	-3	-0.3	6	i	-0.3	-8	-0.1	2
COc1ccc(-c2nc(CSCC(=O)NCCCN3CCCC3=O)c(C)o2)cc1	0	0	2	-1.0	7	i	-0.4	-2	-0.5	-1
Cc1c(NS(=O)(=O)c2cc(C(=O)NCc3ccco3)cc(Cl)c2Cl)c(=O)n(-c2ccccc2)n1C	5	6	7	-0.9	7	i	-0.1	10	-0.5	0
O=C(C1CCN(c2ccc(N3CCOCC3)nn2)CC1)N1CCc2ccccc2C1	-1	-12	1	0.6	12	i	-0.8	2	1.1	0
O=C1c2ccccc2C(=O)N1c1nc(-c2cccs2)cs1	8	13	1	-0.4	-2	i	-0.5	-1	-1.2	1
O=C(CCSc1ccccc1)Nc1ccc(S(=O)(=O)N2CCOCC2)cc1	-1	0	-7	1.3	-1	i	-0.2	-4	-0.1	-2
N/C(=N\OC(=O)N1c2ccccc2Sc2ccccc21)c1ccc(Br)cc1	-8	-5	-8	1.7	17	i	-0.8	69*	1.6	0
N#Cc1ccc(OCC(=O)Nc2nc(-c3ccccn3)cs2)cc1	4	14	4	-0.9	-2	i	0.1	nt	8.2	10
O=C(CSc1nnc(CNC(=O)c2ccco2)o1)c1ccccc1	3	2	-1	0.7	2	i	-0.1	-2	-0.2	-2
O=C(COc1ccc([N+](=O)[O-])cc1)NCCC1=CCCCC1	5	-14	-3	-0.8	-5	i	1.3	-7	-1.7	-3
CC(N)C12CC3CC(CC(O)(C3)C1)C2 (configuration not stated)	-2	0	2	-0.3	-5	i	-0.5	-4	-0.6	2
Cc1cnc(NC(=O)Cc2ccc(C)c(C)c2)s1	-2	0	-1	-0.8	3	i	-0.5	-3	-0.5	0
CCN(CC)c1nc2cc(C)ccc2cc1/C=C(\C#N)C(N)=O	8	-7	-4	1.6	6	+	-0.6	-1	1.6	-1
NC(=O)[C@H](Cc1cc2ccccc2s1)NC(=O)[C@@H]1CC2(CC(c3cccc(NC(=O)[C@@H]4CCC(=O)N4)c3)=NO2)CN1C(=O)/C=C/Sc1ccccc1 (some centres not stated)	9	15	-34	-0.5	23	i	-0.1	-8	8.3	0
O=C(NCc1nnnn1-c1ccc(F)cc1)c1ccc([N+](=O)[O-])o1	24	-37	0	0.6	-1	i	-0.2	-1	0.0	3
Cc1ccccc1Nc1ccc(S(=O)(=O)N2CCOCC2)cc1[N+](=O)[O-]	0	-25	-3	1.0	-19	i	1.0	-3	2.5	3
Clc1ccc(-c2cccc3nccn23)cc1	6	-17	5	1.9	0	i	0.2	nt	0.3	1
Cc1nc2ccc(C(=O)O)cc2nc1C	-6	2	-1	-0.2	-2	i	0.5	0	-1.1	4
CN(C)S(=O)(=O)c1cccc(NC(=O)CSc2nc3ccccc3n2-c2ccccc2)c1	-9	0	-12	-0.6	4	i	-0.4	7	2.4	-2
O=C1NC[C@@H](CCCCN2C[C@H](Cc3ccc(O)cc3)N(CCc3ccc(O)cc3)C(=O)C2=O)N(Cc2ccccc2)C1=O	-4	7	nt	2.8	8	nt	-0.3	nt	-0.8	nt
CCCCCn1c(NC2CCCCC2)nc2c1c(=O)[nH]c(=O)n2C	9	5	1	0.4	4	i	-0.2	-9	0.4	1
COc1ccc(-c2cc(C(F)(F)F)nc(SCC(=O)N(C)Cc3cnn(C)c3C)n2)cc1OC	0	0	7	1.8	3	i	0.3	-5	3.6	4
COc1cc(-c2c(-c3cccc(C)c3)oc3ccccc23)cc(OC)c1OC	-2	1	-3	0.7	-4	i	-0.3	-9	3.3	1
COC(=O)c1ccc(C2/C(=C(/O)c3ccc(OC)cc3)C(=O)C(=O)N2c2cc(C)on2)cc1 (configuration not stated)	4	-16	-4	2.7	13	i	-0.2	-14	0.3	1
CC(C)(C)c1cc(S(=O)(=O)CCc2ccncc2)cc(C(C)(C)C)c1F	3	2	1	0.1	-2	i	-0.8	0	0.8	-2
O=C(C1=C(O)C(=O)N(Cc2ccccc2)C1c1ccncc1)c1ccco1 (configuration not stated)	0	-9	3	4.4	9	i	-0.5	-5	0.7	-3
O=C(NC1CCCC1)C1c2ccccc2C(=O)N1C1CCCCC1 (configuration not stated)	-2	2	2	0.0	1	i	0.1	0	0.0	1
c1ccc(C2=Nn3c(nnc3-c3cccs3)SC2)cc1	-3	-8	2	-0.4	2	i	-0.1	-4	-1.5	-1
CC(=O)[C@@]1(O)CCC2C3C=CC4=CC(=O)CC[C@]4(C)C3CC[C@@]21C (some centres not stated)	-1	-20	1	-0.6	-2	i	0.0	-1	0.2	-3
CC1CCCC=CC2CC(OC(=O)CN(C)C)CC2C(O)C=CC(=O)O1 (configuration not stated)	1	-2	4	1.0	1	i	-0.3	-5	-1.7	-1
CC(=O)N1CCN(S(=O)(=O)c2ccc(C)cc2)C1C(C)C (configuration not stated)	-2	3	3	0.2	2	i	0.4	-9	-1.6	-4
OC(CNCCNc1ncccc1C(F)(F)F)Cn1ccc2ccccc21 (configuration not stated)	3	5	-4	-0.3	-9	i	-0.2	-3	-0.6	3
CC(C)CCN(C)C1CCN(C(=O)Nc2c(F)cccc2F)CC1	1	1	2	-1.5	-1	i	-0.3	3	-5.2	2
